Screening data (PubChem BioAssay)
IDE act: human IDE activators in live cells, primary screen, fluorescence polarization, HEK cells, FAbeta-B substrate; Insulin-degrading enzyme (Homo sapiens), P14735; FAbeta-B cleavage; 0% vehicle, 100% cell-free pure enzyme wells; activation, % at 5.96 µM; 0.073% of 340,000 active;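 active means activation above the mean of all tested compounds plus 3 SD, set per screening campaign, cut at about 17% in these data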
DNA FID counter: compounds displacing fluorescent DNA intercalator, primary screen, artefact control for HCV NS3 helicase inhibitor project, biochemical, FID fluorescence | DNA fluorescent intercalator displacement | inhibition, % at 7.9 µM | 0.17% of 290,000 active; in the data active means inhibition above about 37%;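 further: 0% = vehicle and 100% = reference compound; higher means more ethidium bromide displaced from hairpin DNA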
PHOSPHO1 block: PubChem AID 1565 | recombinant PHOSPHO1, absorbance phosphatase assay | Phosphoethanolamine/phosphocholine phosphatase (Homo sapiens), Q8TCT1 | inhibition, % at 13.3 µM | 1.1% of 290,000 active; in the data active means inhibition above about 60%
Target sequence (Q8TCT1 whole entry, looked up): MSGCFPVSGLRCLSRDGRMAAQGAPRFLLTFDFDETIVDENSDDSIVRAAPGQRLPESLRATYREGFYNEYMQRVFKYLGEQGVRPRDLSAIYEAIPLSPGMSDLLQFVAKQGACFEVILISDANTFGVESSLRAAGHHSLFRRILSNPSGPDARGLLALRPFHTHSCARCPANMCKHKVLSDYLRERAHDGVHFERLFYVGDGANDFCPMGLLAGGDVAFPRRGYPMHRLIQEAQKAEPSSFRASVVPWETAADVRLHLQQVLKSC
pCIP destab: p/CIP-EGFP fusion destabilizers, primary screen, fluorescence, F442A cells | Q05BA5 | 16 h | decrease of EGFP signal, % at 10 µM | 0.01% of 290,000 active | AID 1984, 2009;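 active means EGFP signal decrease of at least 30% at 10 µM or well 3 SD below plate mean, unless failing retest; inactive means the rest, including hits failing retest or dose response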; further: some compounds called inactive have numbers as strong as hits; many of its hits are not listed in these tables
VIM-2 inhibitor: VIM-2 metallo-beta-lactamase inhibitors, primary screen, biochemical, epi-absorbance readout, Pseudomonas aeruginosa enzyme; purified VIM-2, nitrocefin hydrolysis, epi-absorbance fluorescence; 0.89% of 290,000 active; inhibition, % at 5.6 µM; AID 1527, 2009;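 active means inhibition above the mean of all tested compounds plus 3 SD, cutoff set per screening run, cut at about 7.5% in these data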;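 further: red hydrolysis product quenches plate fluorescence so inhibitors raise well fluorescence; 0% = enzyme with DMSO and 100% = DMSO without enzyme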
MEKK3 PB1 HTS: modulators of MEKK3-MEK5 PB1 binding, primary screen, biochemical, wildtype MEKK3, multiplex bead flow cytometry, Alexa488-MEK5 | bead-based flow cytometry, Alexa488-MEK5 binding to MEKK3; actives lie on both sides; 0 = blocked by unlabeled MEK5, 100 = vehicle | binding response (% of control), % at 10 µM | 1.4% of 290,000 active | AID 1529, 2009;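 active means binding response more than 3 SD above or below the average of its plate-row segment, actives on both sides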;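 further: Alexa488 bead fluorescence after subtracting the streptavidin-only scavenger bead signal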
Target sequence (Q99759 whole entry, looked up): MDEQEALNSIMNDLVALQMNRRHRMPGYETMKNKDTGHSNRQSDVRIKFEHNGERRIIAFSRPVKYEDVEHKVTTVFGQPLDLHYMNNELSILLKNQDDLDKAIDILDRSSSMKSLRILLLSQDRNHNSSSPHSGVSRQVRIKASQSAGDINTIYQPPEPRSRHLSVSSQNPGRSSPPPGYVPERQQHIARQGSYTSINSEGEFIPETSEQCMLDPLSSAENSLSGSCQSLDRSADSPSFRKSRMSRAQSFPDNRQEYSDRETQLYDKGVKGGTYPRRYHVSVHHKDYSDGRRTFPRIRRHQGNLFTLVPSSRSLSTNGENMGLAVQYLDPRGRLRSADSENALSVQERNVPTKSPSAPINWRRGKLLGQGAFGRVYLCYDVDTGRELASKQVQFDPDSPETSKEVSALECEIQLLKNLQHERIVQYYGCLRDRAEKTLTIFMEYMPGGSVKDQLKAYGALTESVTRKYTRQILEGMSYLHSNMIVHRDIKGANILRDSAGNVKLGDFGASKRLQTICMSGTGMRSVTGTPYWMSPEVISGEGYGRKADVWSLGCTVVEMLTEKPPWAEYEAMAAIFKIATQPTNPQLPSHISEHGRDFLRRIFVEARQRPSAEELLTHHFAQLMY
SUMO HTRF inh: inhibitors of in vitro SUMOylation cascade, primary screen, biochemical, HTRF, uHTS; inhibition, % at 35 µM; 0.36% of 290,000 active; HTRF SUMOylation assay, SAE1/SAE2 + UBC9; AID 2006, 2009; SUMO-conjugating enzyme UBC9 (Homo sapiens), P63279; in the data active means inhibition above about 50%, passing the limit was not always enough; further: strong numbers were not always called active
Target sequence (P63279 whole entry, looked up): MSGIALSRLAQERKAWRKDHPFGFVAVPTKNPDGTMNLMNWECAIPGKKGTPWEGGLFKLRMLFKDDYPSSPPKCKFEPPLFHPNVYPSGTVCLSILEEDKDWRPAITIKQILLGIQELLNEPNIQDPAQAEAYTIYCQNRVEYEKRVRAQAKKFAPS
HCV NS3 hel inh: inhibitors of HCV NS3 helicase, primary screen, biochemical, Cy5 molecular beacon fluorescence | NS3 helicase DNA unwinding | inhibition, % at 10.9 µM | 0.56% of 290,000 active;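 active means inhibition above the mean of all tested compounds plus 3 SD, set per campaign, cut at about 35% in these data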;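 further: 0% = DMSO wells and 100% = thioflavine S control wells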
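System: Hepatitis C virus NS3 helicase domain fragment enzyme | Reagent: Annealed dual-labelled DNA beacon duplex, ATP-started | Compound dosing: 10.9 µM single point, 0.8% DMSO | Incubation: 1 h reaction at 25 °C, ATP-initiated | Technique: Cy5 fluorescence | Evaluation: Percent inhibition from t60/t0 fluorescence ratio | Benchmarks: Low DMSO, high thioflavine S at 110 µM | Replication: Singlicate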
IMP-1 inhibitor: IMP-1 metallo-beta-lactamase inhibitors, primary screen, biochemical, epi-absorbance readout, Pseudomonas aeruginosa enzyme | metallo-beta-lactamase IMP-1 (Pseudomonas aeruginosa) | purified IMP-1, nitrocefin hydrolysis, epi-absorbance fluorescence | inhibition, % at 5.6 µM | 0.45% of 290,000 active | AID 1556, 2009;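 active means inhibition above the mean plus 3 SD of all compounds in the same screening run, cut at about 4.5% in these data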;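 further: 0% = IMP-1 with DMSO and 100% = DMSO wells lacking enzyme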
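Assay system: purified IMP-1; Quantity: IMP-1 0.2 nM before substrate addition; Medium: HEPES buffer pH 7.1 with ZnSO4 and Brij 35; Incubation: 15 min enzyme–compound preincubation, then 25 min nitrocefin reaction, 25 °C; Signal: fluorescence quenching readout, ex 480/em 530 nm; Controls: DMSO with and without IMP-1; Repeats: singlicate testing.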
Numbers without * were called inactive; · = no result given; [ ] = remark or other dose.

SMILES	IDE act	DNA FID counter	PHOSPHO1 block	pCIP destab	VIM-2 inhibitor	MEKK3 PB1 HTS	SUMO HTRF inh	HCV NS3 hel inh	IMP-1 inhibitor
O=C1NC(=Nc2ccc(Cl)cc2)/C(=C/c2ccco2)S1	-7	-3	-13	-1	-0.3	101	34	13	-1.6
CCOC(=O)C1CCN(C(=O)CN2C(=O)C(CC)Oc3ccccc32)CC1 (stereo not given)	-6	-16	-10	-9	-2.1	107	7	-7	-1.4
C=CCSc1nnc2nc3[nH]c4c(C)cccc4c3nn12	0	-4	9	1	-3.0	103	-1	-5	-2.0
Cc1sc2ncn(CC(=O)NCCCN3CCC(C)CC3)c(=O)c2c1S(=O)(=O)N1CCC(C)CC1	6	1	19	3	-0.8	103	1	-3	-1.1
CC(NC(=O)Cn1nc(-c2ccccc2)ccc1=O)c1ccccc1 (stereo not given)	-5	-12	38	2	-1.4	99	-2	-2	-0.6
COc1ccc(OCc2nc(C#N)c(NCCCn3ccnc3)o2)cc1	-4	12	11	10	-4.9	98	-12	-5	-0.9
COc1ccccc1N1CCN(C(=O)CN(C)S(=O)(=O)c2cc(C)ccc2OC)CC1	4	-43	26	-4	-3.8	105	26	-4	-2.9
CCC1(C)CC2(CCCN(CCC(O)(c3ccccc3)c3ccccc3)C2)CCO1 (stereo not given)	-1	8	22	-12	-2.4	102	10	-20	-4.4
CNc1nc(N2CCc3ccccc32)ncc1F	-1	5	-52	-8	-1.6	98	6	-6	-2.4
O=C(Nc1ccc(S(=O)(=O)Nc2nccs2)cc1)C1CCCCC1	0	-3	-26	-16	-2.9	92	10	4	-4.8
O=C(NCc1ccccn1)C1CC(=O)N(C2CCCC2)C1 (stereo not given)	7	-1	·	·	-0.9	113	·	-5	-2.4
CCCN(C(=O)Cn1ncc2c(=O)oc3ccccc3c21)c1cccc(C)c1	6	-29	16	-6	-3.4	100	20	-3	-7.0
Cc1ccc(-c2noc(CCC(=O)Nc3cc(C)ccn3)n2)cc1	-7	-4	-1	-6	-3.2	106	-15	0	-2.3
O=C1CCc2ccc(NS(=O)(=O)c3ccc(F)cc3)cc2N1	0	4	5	12	-2.8	86	13	0	-1.8
CCOC(=O)Nc1nc(C)c(C(=O)c2ccc(Cl)cc2)s1	5	-2	-38	-12	-0.3	102	4	1	-0.9
COc1ccc(-n2cccc2C=O)cc1	2	2	4	-10	0.5	121	14	-2	-0.8
Cc1ccc2c(Cl)cc(Cl)c(OCC(=O)Nc3cc(C)on3)c2n1	·	-1	45	2	-2.5	100	-4	0	-1.8
Cc1cc(C)c(S(=O)(=O)N2CCCOC2CNC(=O)C(=O)NCc2ccccn2)c(C)c1 (stereo not given)	4	-21	48	6	-0.2	·	-1	-8	-2.6
O=C(NCc1n[nH]c(=S)n1-c1ccc(Cl)c(Cl)c1)c1ccco1	2	-12	-113	3	-1.8	99	1	3	-1.9
O=C(COC(=O)[C@@H]1CCCN1C(=O)c1cccs1)Nc1ccc(F)cc1[N+](=O)[O-]	5	-13	17	-12	-6.7	106	10	-12	-4.2
CCn1c(=S)sc2c(=O)[nH]c(C)nc21	3	0	-21	-7	1.6	93	12	-7	-1.2
Fc1cccc(Cl)c1CSc1nnnn1-c1ccc2c(c1)OCO2	4	-13	2	-12	-0.9	·	2	8	-3.7
CCCNC(=O)c1cccc(COc2ccccc2OC)c1	0	-17	37	-4	-3.4	97	-1	8	-3.4
S=C(NC1CCCC1)NC1CC1	3	4	-15	-17	-2.0	92	18	1	-4.0
CCc1ccc(NC(=O)c2c(C(=O)Nc3ccccc3)sc3nc(C)cc(=O)n23)cc1	-2	-2	36	6	-1.1	91	-9	5	-3.3
CCn1c(Cc2ccccc2)nnc1SCC(=O)Nc1ccc2c(c1)OCO2	1	-6	18	-7	-4.5	98	27	0	-5.0
Cc1cnc(C(=O)OCC(=O)c2csc(N3CCCCC3)n2)cn1	5	-4	18	-24	0.1	98	3	8	-1.3
COC(=O)c1ccccc1NC(=O)CSc1nnc(-c2cccnc2)n1N	0	-6	-20	9	-2.3	101	11	-2	-1.9
COc1ccc(-c2nc(CSCC(=O)NC3CC3)c(C)o2)cc1OC	3	-16	24	0	0.4	96	7	2	-0.8
COCCCNC(=O)Nc1ccc(F)cc1F	2	1	4	-12	-2.3	96	5	0	-5.1
O=C(Nc1ccc(O)c2c(=O)cc(-c3cccc(Cl)c3)oc12)c1ccccc1Cl	1	·	27	5	·	102	6	·	·
CN(CCOc1cccc2ccccc12)Cc1ccccc1	4	4	24	-18	-1.5	112	26	-3	-0.5
CCn1cc(C(=O)NCCC2=CCCCC2)c(=O)c2cc(S(=O)(=O)N(C)C)ccc21	2	-2	-20	11	0.9	102	-14	-7	0.4
COc1cc(CNCC(C)C)c(Br)cc1OCC(=O)NCc1ccccc1	2	9	-7	-24	-2.8	100	-31	5	-0.6
Cc1ccc(-c2cc[n+](Cc3ccccc3)cc2)cc1	1	6	41	-37	-4.1	103	6	1	-1.2
COc1cc(CNc2ccc3[nH]c(=O)[nH]c3c2)ccc1OCc1ccc(F)cc1	-4	-1	14	9	-0.4	105	-4	-11	-2.2

Part of the list above in another layout.
Order of values – IDE act	DNA FID counter	PHOSPHO1 block	pCIP destab	VIM-2 inhibitor	MEKK3 PB1 HTS	SUMO HTRF inh	HCV NS3 hel inh	IMP-1 inhibitor
COCCCNC(=O)Nc1ccc(F)cc1F
→ 2	1	4	-12	-2.3	96	5	0	-5.1
O=C(Nc1ccc(O)c2c(=O)cc(-c3cccc(Cl)c3)oc12)c1ccccc1Cl
→ 1	·	27	5	·	102	6	·	·

(more compounds)
SMILES	IDE act	DNA FID counter	PHOSPHO1 block	pCIP destab	VIM-2 inhibitor	MEKK3 PB1 HTS	SUMO HTRF inh	HCV NS3 hel inh	IMP-1 inhibitor
O=C(CCCc1ccccc1)Nc1ccnn1C1CCN(Cc2ccccc2)CC1	0	20	7	0	-2.8	106	·	-7	-5.0
Cc1cc(C)n2nc(C(=O)NNC(=O)c3ccccc3)nc2n1	1	6	16	8	-4.3	107	-10	-1	-0.8
COC(=O)c1cc(Cl)c(NC(=O)c2cc3ccccc3o2)cc1OC	2	-2	-8	11	-3.4	101	5	8	0.3
Cc1ccc(NC(=O)COC(=O)CCc2nc3ccccc3c(=O)[nH]2)cc1Cl	4	-1	17	-8	-2.9	99	4	-7	-5.7
CC1CN(C(=O)CSc2nc(-c3ccc(F)cc3)cs2)CC(C)O1 (stereo not given)	1	-25	0	6	-3.7	106	2	3	-6.6
Nc1ccc(-c2nnc(-c3ccc(N)cc3)o2)cc1	2	-3	33	7	0.2	92	36	8	0.8
COc1ccccc1N(CC(=O)NCCSCc1ccco1)S(=O)(=O)c1ccccc1	-1	-40	28	-8	-0.5	102	14	-11	-0.7
CCn1c(Oc2ccccc2C)nc2c1c(=O)n(C)c(=O)n2C	2	-21	8	0	0.9	96	12	-4	2.0
Cc1ccc(S(=O)(=O)NCC(=O)N2CCOCC2)cc1	-3	-1	28	-5	-1.7	105	14	-5	-2.6
CC1CCCN(C(=O)CSc2nc3ccccc3o2)C1 (stereo not given)	4	-13	8	-6	-3.5	103	16	4	-2.6
O=C(NCc1ccco1)c1ccc2c(=O)n(Cc3ccco3)c(SCC(=O)N3CCCC3)nc2c1	0	-40	29	-39	-2.1	56	14	11	0.3
CCCn1nnnc1NCc1ccccc1OCc1cccs1	4	-15	-2	1	-2.3	104	11	-1	-2.0
CC1(C)CC(=O)C(C=NCCN2CCNCC2)=C(O)C1	7	0	32	0	-6.4	104	7	2	-3.5
COc1ccc(OC)c(C2=NOC(C(=O)NCC3CCCO3)C2)c1 (stereo not given)	10	-6	9	-23	-4.6	98	10	6	-4.4
COc1ccc(CC(=S)N2CCOCC2)cc1F	-5	-3	-9	-7	0.8	101	5	9	-3.7
Cc1cc(NC(=O)CSc2nccn2-c2cccc(Cl)c2)no1	0	-16	48	-12	0.2	104	-2	3	-2.3
COc1ccc(/C=N/NC(=O)c2ccc(C)nc2)cc1O	2	-10	30	-5	-2.4	107	19	-5	0.0
Cc1ccc(S(=O)(=O)N2CCOCC2)cc1C(=O)OC1CCCCC1=O (stereo not given)	5	-6	8	10	-1.9	103	14	-1	-1.8
COc1ccc2[nH]c(CN3CCN(CCC(C)C)C(CCO)C3)c(C)c2c1 (stereo not given)	-4	8	31	2	-1.0	106	26	1	-2.4
CN(C)C(=O)C1C2NC(=S)N(c3ccc(Cl)cc3)C1(C)Oc1ccc(Cl)cc12 (stereo not given)	9	-27	4	12	-4.2	88	-16	-18	-2.3
Cn1c(=O)[nH]c(=O)c2c1nc(CN1CCOCC1)n2Cc1ccccc1	7	-5	24	-8	-1.8	101	17	-3	-0.5
CC(=O)Nc1ccccc1-c1nnn(CC(=O)Nc2ccc3c(c2)OCCO3)n1	5	-9	37	-3	-2.0	98	9	5	-1.5
O=C1CN(C(=O)CNCc2cccc(Cl)c2)c2ccccc2N1	2	-1	-3	3	-1.0	93	-4	2	-1.9
CC(C)Oc1ccc(Cn2c(=O)oc3ccccc32)cc1	0	-18	28	-5	-0.4	104	26	-21	-0.3
COc1ccc(COC(=O)C2=C(C)NC(=O)NC2c2ccc(OC)cc2)cc1 (stereo not given)	-3	-26	14	-8	0.8	105	-5	-2	0.1
C=CCNC(=S)N1CCN(c2cc3c(cc2F)c(=O)c(C(=O)O)cn3CC)CC1	2	-15	23	-7	0.9	100	8	-3	-3.8
O=C(NCc1cccs1)c1ccc(Cl)c(S(=O)(=O)N2CCCC2)c1	4	-20	27	-92	-2.1	74*[inhibitor]	19	-3	-2.8
Cc1ccc(C2(C(F)(F)F)NC(=O)N3N=C4CCCCCN4C3=C2C#N)cc1 (stereo not given)	-4	-2	-13	-16	-2.5	99	9	3	-3.9
COc1ccc2[nH]cc(CCNC(=O)COc3cc(C)cc4oc(=O)cc(C)c34)c2c1	6	-34	23	7	-1.2	104	13	-6	-4.8
NC(=O)CSc1nccn1Cc1ccccc1	2	2	48	11	0.2	93	-24	3	-2.9
Cc1ccc(C)c2c1cc(C)c1nnc(SCC(=O)N3CCCc4ccccc43)n12	7	-40	1	-7	-3.6	107	2	6	-3.4
CCc1cccc(CC)c1NC(=O)C[n+]1cccc(C(N)=O)c1	-2	10	-10	0	-1.2	100	13	2	-1.6
CCOc1ccccc1N1CCN(C(=O)c2cccc(-c3ccc(O)cc3)c2)CC1	3	-38	-9	-9	-4.1	·	4	-3	-5.2
Cc1cccc(C)c1OCCNC(=O)c1ccc2ccccc2n1	1	-30	17	27	0.8	109	-30	-11	0.8

An excerpt; the hit share may differ from the screen's.
